Assay outcomes as filed in PubChem BioAssay.
Autophagy mod: alters autophagy in cells. MEF GFP-LC3 puncta imaging; test concentration mostly 10 µM. calls only at 10 µM (by protocol). 0.98% of 190,000 active;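 active = percentage of spot-positive cells more than 3 SD above its plate mean, without a fluorescence outlier flag or 80% toxicity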;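 note: spot-positive cell cutoff set from DMSO-treated cells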
Lipid droplet: modulators of hepatic lipid droplet formation; AML12 mouse hepatocytes, oleate lipid droplets, BODIPY imaging; inhibition, % at 6.5 µM; 0.4% of 240,000 active;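 active = lipid droplet intensity inhibited by at least 50%, with more than 500 cells counted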
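Test system: AML12 mouse liver cells; schedule: overnight exposure; technique: high-content imaging of BODIPY-stained droplets and DAPI nuclei; read-out: % inhibition of corrected integrated BODIPY droplet signal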
Insulin prom up: MIN6 insulin promoter up-regulation; MIN6 insulin promoter-GFP reporter, high-content imaging; active compounds read high; z-score at 5 µM; 0.3% of 190,000 active; AID 1625;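 active = z-score above 3 at 5 µM with at least 500 cells counted in the well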
MT stabilizer: microtubule stabilization, imaging screen. AID 2205. HeLa tubulin immunostaining HCS, 24 h; share of cells brighter than vehicle mean+2SD. % tubulin-high responders, % at 10 µM. 0.83% of 200,000 active;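 active = plate Z-score above 3 for both tubulin-high and condensed-nucleus cell shares, with cell loss under 80%, at 10 µM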;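 note: anti alpha tubulin signal scored within the nucleus-defined area of each cell; some results filed as inactive read as strong as hits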
bCat nuc transl: beta-catenin nuclear translocation modulation. HeLa beta-catenin nuclear translocation, immunofluorescence imaging. nuclear translocation activity, % at 5 µM. 0.3% of 190,000 active. AID 1665;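 active = nuclear translocation activity above 50% at 5 µM, with a well cell count of 50 or more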;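 note: per-cell ratio of nuclear to cytoplasmic median beta-catenin stain intensity; plate controls were DMSO negative control for no effect and GSK-3 inhibitor IX positive control for full effect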
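Test system: HeLa cells, endogenous beta-catenin; Compound: single 5 µM dose plus 0.02–20 µM confirmation series; Times: compound exposure 24 h at 37°C; Signal: fluorescence imaging of beta-catenin antibody stain plus DAPI; Read-out: % activation, nuclear-to-cytoplasmic median beta-catenin signal ratio per cell.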
human PMI inhibition: inhibitors of human PMI, primary screen, biochemical, fluorescence intensity, coupled assay (AID 1209); purified PMI enzyme, coupled fluorescence intensity; higher % means a stronger effect; inhibition, % at 20 µM; hits with a dose series show IC50 in µM; 0.42% of 190,000 active;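 note: plate controls were DMSO vehicle for no effect and wells lacking substrate for full effect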
human PMI inhibitors: MPI inhibition at elevated mannose 6-phosphate – biochemical, fluorescence intensity, high mannose 6-phosphate, primary screen (AID 1220). recombinant PMI enzyme, coupled fluorescence intensity; higher % means a stronger effect. one-dose inhibition, % at 20 µM; IC50 in µM for titrated hits. 0.66% of 190,000 active
TNAP activation fold: stimulation of alkaline phosphatase TNAP activity – biochemical, luminescent, no phosphate acceptor, uHTS, primary screen (AID 1001). purified TNAP, luminescent activation assay, no phosphate acceptor; higher activation fold means a stronger effect. one-dose activation fold at 20 µM; EC50 in µM for titrated hits. 0.03% of 200,000 active; in the data active = activation fold from about 3, or a potency from the dose series; inactive = the rest, 99 in 100 with activation fold below about 1.6; note: many of its hits are not listed in these tables
T cell modulator: T cell immune modulators affecting CD8 T cell-vesicle binding; 0.068% of 330,000 active; 2C CD8+ T cell-vesicle binding, flow cytometry; active compounds read low; AID 2052; calls only at 7 µM;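 active = response, share of CD8 T cells binding vesicles, and their 90th percentile fluorescence all below set limits, cut at about 80% in these data, passing the limit was not always enough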
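Also added: QL9-peptide-loaded Drosophila micro-vesicles bearing Ld, ICAM-1 and B7-1; Test system: purified 2C TCR transgenic mouse naive CD8+ T cells; Measured by: cytometric PE anti-B7-1 and Alexa647 anti-CD8 signals after 1% paraformaldehyde fixation; Timing: binding step 1.5 h, 37 °C, antibody labelling 20 min, ice.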
Insulin prom up cell count: also measured in Insulin prom up; calls as there; cell count; measured here: cytotoxicity, nuclei count;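 total cells summed across four imaged fields per well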
Lipid droplet cells 6.5 µM: second read-out of Lipid droplet, no call of its own (marks repeat the call); cell count; measured here: cell count, cytotoxicity flag;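 cells counted across two imaged fields per well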
bCat nuc transl cell count 5 µM: further read-out of bCat nuc transl, marked with its call; cell count; measured here: cell count, cytotoxicity flag
T cell modulator vesicle-bound %: second read-out of T cell modulator, no call of its own (marks repeat the call); double positive events, %; measured here: CD8+ vesicle-bound cell fraction;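 binding gate set so that unloaded-vesicle control wells show 10% double positive cells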
MT stabilizer Hoechst-high %: recorded beside MT stabilizer, whose call it bears; % Hoechst-high responders; measured here: nuclear condensation Hoechst responders;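 share of cells brighter than vehicle mean plus two SD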
MT stabilizer cytotoxicity %: further read-out of MT stabilizer, marked with its call; toxicity, %; measured here: cytotoxicity by cell density;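 0% = mean cell density of plate MIN control wells and 100% = no cells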
Autophagy mod cell loss 18 h: second read-out of Autophagy mod, no call of its own (marks repeat the call); toxicity, %; measured here: cell loss, nuclei count;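 cell loss after 18 h compound exposure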
* marks the source's active call; other numbers are inactive results; i = inactive; x = no result given. Cut-off read from the data, not from the text of the source, unless noted: active = inhibition above about 50%; inactive = the rest.

SMILES	Autophagy mod	Autophagy mod cell loss 18 h	Lipid droplet	Lipid droplet cells 6.5 µM	Insulin prom up	Insulin prom up cell count	MT stabilizer	MT stabilizer Hoechst-high %	MT stabilizer cytotoxicity %	bCat nuc transl	bCat nuc transl cell count 5 µM	human PMI inhibition	human PMI inhibitors	TNAP activation fold	T cell modulator	T cell modulator vesicle-bound %
O=C(CCCC(=O)N1CCN(c2ccccc2F)CC1)N1CCN(c2ccccc2F)CC1	i	4	x	x	-0.04	1504	2.9	1.5	4.1	-7.1	951	-8%	-5%	1	i	53
CCOC(=O)c1nn(-c2ccccc2)c(-c2ccccc2)c1C(=O)c1ccccc1	i	1	x	x	x	x	2.7	1.3	5.3	x	x	13%	14%	1.1	i	61
CCc1c(C(=O)Nc2ccc(OC)c(Cl)c2)[nH]c(C)c1C(C)=O	i	5	x	x	-0.72	1463	8.0	1.7	14	-0.2	1447	1%	0%	1.1	i	5
COc1ccc(C(=O)n2cc(C(=O)c3cc(C)ccc3O)cn2)cc1OC	i	0	-6	680	-0.41	1272	5.6	2.8	8.9	3.3	804	-18%	-14%	0.9	i	38
COCCCNC(=O)CS(=O)Cc1nc(-c2cccc(OC)c2)oc1C (stereo not given)	i	-21	x	x	0.49	1169	4.9	3.3	12	1.0	730	4%	-2%	1.1	i	28
Cc1c(Cl)cccc1NC(=S)N(CCN(C)C)C(C)c1ccccn1 (stereo not given)	i	18	-9	778	-0.21	923	2.0	2.2	11	1.5	1046	-8%	-8%	1.1	i	55
CCOC(=O)N1CCN(C2=CC(=O)OC23CCCCC3)CC1	i	2	-7	719	1.4	1296	1.8	1.8	11	x	x	0%	-2%	1	i	25
O=C(Cc1noc2ccccc12)NNC(=S)Nc1ccccc1	i	0	-1	674	-0.67	1476	2.6	1.3	2.6	-0.3	970	8%	7%	2	i	49
COc1ccc(C2NC(=O)NC3=C2CCc2ccccc23)cc1 (stereo not given)	i	24	x	x	0.26	1018	40	12	60	6.3	1134	71%*	47µM*	1.1	i	22
COc1cc(/C=C2\SC(=O)N(CCNC(=O)c3cnc(C)cn3)C2=O)cc(OC)c1OC	i	11	-14	631	-0.08	1427	2.4	3.3	9.8	-2.2	1125	11%	9%	1	i	47
N#CCSc1nnc(CNc2ccc(F)cc2)o1	i	1	2	752	x	x	3.6	2.1	5.4	x	x	24%	42%	1.1	i	57
O=C1COc2ccc(C(=O)COC(=O)Cn3cnc4ccccc43)cc2N1	i	12	x	x	0.83	1120	1.9	3.9	12	-0.8	725	-22%	-22%	1	i	26
CCN=C(Nc1ccc(Cl)cc1)c1cccnc1	i	10	x	x	x	x	2.5	2.7	5.9	x	x	2%	2%	1.1	i	21
Cn1c(CSCc2ccccc2)nnc1SCC(=O)Nc1ccc(C(=O)O)cc1	i	7	0	724	0.29	1438	2.4	2.6	7.7	-0.3	1012	-11%	-15%	1	i	13
Cc1coc(NC(=O)CSc2nc(-c3ccc(Cl)cc3)cc(C(F)(F)F)c2C#N)n1	i	38	-1	800	0.72	870	1.6	0.7	6.9	-2.1	1120	-5%	-10%	1.1	i	22
O=C(NCc1ccccc1)Oc1cccc(Cl)c1	i	-4	6	720	-0.24	1189	4.4	2.4	7.5	5.4	1141	-3%	-1%	1	i	40
O=C(NCCCN1CCOCC1)c1ccccc1	i	0	2	789	-0.59	887	0.9	0.9	15	-1.6	1137	5%	0%	1.1	i	53
CCC(=O)NC(=S)Nc1cccc(Cl)c1N1CCCC1	i	20	x	x	-0.79	1296	5.3	2.5	1.9	-0.5	1523	16%	13%	1	i	22
O=C(COc1ccc(/C=N/NC(=O)c2ccc(O)cc2)cc1)Nc1ccc([N+](=O)[O-])cc1	i	-8	10	686	-0.44	1273	6.0	2.4	2.3	0.0	937	17%	18%	1.1	i	45
Oc1ccccc1Nc1ccccn1	x	x	14	713	-0.51	1029	x	x	x	0.2	1305	x	x	x	i	52
COc1cc(N)c(Cc2nccc3cc(OC)c(OC)cc23)cc1OC	i	11	2	730	-0.13	1352	3.2	1.9	9.6	0.2	1506	27%	56%*	1.1	i	54
CC(=O)c1cccc(NC(=O)C(C)OC(=O)CNC(=O)c2ccc(C)s2)c1 (stereo not given)	i	30	13	729	0.34	1277	2.8	2.2	8.5	0.2	1064	-1%	4%	1.1	i	50
COc1ccc(CN2C(=O)CCC2(C)C(=O)NCc2cccnc2)c(OC)c1 (stereo not given)	i	-6	x	x	0.87	1409	1.8	2.1	7.5	-6.1	1004	6%	6%	1.2	i	11
Cc1ccccc1Cn1ccc(NC(=O)c2nn(C)cc2[N+](=O)[O-])n1	i	-5	8	671	x	x	5.8	4.5	16	6.1	733	1%	-8%	1.1	i	48

Limited to MT stabilizer Hoechst-high %, bCat nuc transl and MT stabilizer, for 2 of the compounds above:
SMILES,MT stabilizer Hoechst-high %,bCat nuc transl,MT stabilizer
CC(=O)c1cccc(NC(=O)C(C)OC(=O)CNC(=O)c2ccc(C)s2)c1 (stereo not given),2.2,0.2,2.8
COc1ccc(CN2C(=O)CCC2(C)C(=O)NCc2cccnc2)c(OC)c1 (stereo not given),2.1,-6.1,1.8

Continued:
SMILES	Autophagy mod	Autophagy mod cell loss 18 h	Lipid droplet	Lipid droplet cells 6.5 µM	Insulin prom up	Insulin prom up cell count	MT stabilizer	MT stabilizer Hoechst-high %	MT stabilizer cytotoxicity %	bCat nuc transl	bCat nuc transl cell count 5 µM	human PMI inhibition	human PMI inhibitors	TNAP activation fold	T cell modulator	T cell modulator vesicle-bound %
CC1(C)NC(=O)N(CC(O)COc2cccc(F)c2)C1=O (stereo not given)	x	x	-6	642	1.1	1969	5.8	1.2	4.4	1.8	1126	13%	18%	1.2	i	26
Cc1nc(NCc2ccccn2)c2ccccc2n1	i	6	1	703	-1.3	1197	3.1	2.0	5.4	x	x	10%	4%	1.1	i	29
O=C(Nc1ccccc1)Nc1nc2ccccc2s1	i	-10	3	608	-0.3	1348	3.0	1.1	8.0	-1.5	1060	5%	4%	1.1	i	23
Cc1ccccc1CN(c1ccc(C(=O)NCC2CCCO2)cc1)S(C)(=O)=O (stereo not given)	i	19	12	588	-4.9	713	1.4	1.5	7.2	3.8	553	-6%	-9%	1.1	i	4
COc1ccc(/C=N/NC(=O)C(C)n2nnc3ccccc32)cc1OC (stereo not given)	i	-37	-2	793	-0.23	1076	2.8	2.6	2.4	-0.4	1188	-1%	0%	1.1	i	20
CNNC(=O)C(=O)NNS(=O)(=O)c1ccccc1	i	-11	-22	697	-0.68	1554	3.6	3.2	3.9	-2.5	1063	7%	9%	1.5	i	28
CCNC(=S)NNC(=O)c1ccc(OC(F)F)cc1	i	25	-6	811	0.67	871	1.1	1.2	11	-0.5	986	-4%	-13%	1.1	i	6
C=CCOC(=O)c1sc(NC(=O)c2ccc(OC)cc2)nc1C	i	-11	1	614	x	x	5.8	2.8	5.3	0.9	1551	11%	16%	1	i	38
CC(C)(C)n1nc(-c2ccc(Cl)cc2)c2c(N)ncnc21	i	27	x	x	x	x	7.4	3.9	21	x	x	1%	7%	1	i	52
O=C(CSCc1ccco1)NC1CCCC1	i	1	-2	611	1.1	1249	3.5	2.8	3.1	3.6	498	-6%	-8%	1.1	i	37
COc1cc(NC(=O)C2CCCO2)c(OC)cc1Cl (stereo not given)	i	-3	-3	714	x	x	2.0	2.0	2.3	-3.4	564	1%	-2%	1.1	i	36
N/C(=N\OC(=O)COc1ccc(Cl)cc1)c1cccnc1	i	-10	-9	582	-0.43	1294	1.9	3.4	11	-0.5	590	-6%	-1%	1.1	i	49
COc1cc(C2C3C(C)N(C)C(=O)N(C)C3N(C)C(=O)N2C)ccc1O (stereo not given)	i	11	x	x	-0.15	1279	1.5	3.9	21	-5.4	1093	6%	6%	1.1	i	15
CCSc1nnc(COc2ccccc2)n1CC	x	x	-1	714	-0.03	1048	x	x	x	0.8	1252	x	x	x	i	51
OCCn1c(CSc2nc3ccccc3n2CCO)nc2ccccc21	i	-4	x	x	-0.36	1468	2.4	0.7	6.7	-2.9	1407	0%	3%	1.1	i	66
O=C(N1CCOCC1)N1CCCC(c2nc(-c3cccs3)no2)C1 (stereo not given)	i	-2	x	x	-0.18	972	4.9	2.3	14	-6.0	1036	-2%	-4%	1.2	i	26
CC(C)c1ccc(/C=C(\c2nc3ccccc3[nH]2)S(=O)(=O)c2ccccc2)cc1	i	9	54*	448*	-2.9	638	27*	29*	26*	27	567	13%	7%	1.1	i	40
Cc1cccc(Nc2ncccc2C(=O)NCc2cccs2)c1C	i	5	x	x	-0.4	1532	1.9	1.1	3.3	0.0	1319	10%	7%	1.1	i	52
CCCCCOC(=O)Cn1c(N2CCCCCC2)nc2c1c(=O)[nH]c(=O)n2C	i	-2	x	x	x	x	5.1	3.6	6.3	-5.4	963	8%	12%	1.1	i	54
N#Cc1ccc(CN2CCN(C(=O)c3ccccc3)CC2)c(Cl)c1	i	-9	x	x	-0.4	1220	2.7	1.9	6.1	0.1	1119	2%	2%	1.1	i	32
Cc1ccc(S(=O)(=O)/N=C2/NC(=O)/C(=C/c3ccccc3)S2)cc1	i	-7	-12	650	x	x	2.7	2.5	1.2	0.1	1482	6%	5%	1	i	53
CCOC(=O)C1C(c2ccc(Cl)cc2)NC(=S)NC1(O)C(F)(F)F (stereo not given)	i	0	1	710	x	x	2.4	1.5	7.1	0.5	1119	-10%	-12%	1	i	10
COc1cc2c(cc1NC(=O)c1cccc(F)c1)CCCC2	i	13	-4	613	-0.02	1299	2.8	1.5	2.7	-1.6	973	8%	8%	1.1	i	33
